Bioassay records from PubChem BioAssay.
M1 PAM – potentiates human M1 receptor response to acetylcholine. P11229. CHO-K1 hM1, Fluo-8 calcium fluorescence, ACh EC20; 0% = ACh EC20, 100% = maximal ACh. activation, % at 3 µM. hit rate 0.088% among 360,000; in the data active means activation above about 19%, passing the limit was not always enough
Target sequence (P11229 whole entry, looked up): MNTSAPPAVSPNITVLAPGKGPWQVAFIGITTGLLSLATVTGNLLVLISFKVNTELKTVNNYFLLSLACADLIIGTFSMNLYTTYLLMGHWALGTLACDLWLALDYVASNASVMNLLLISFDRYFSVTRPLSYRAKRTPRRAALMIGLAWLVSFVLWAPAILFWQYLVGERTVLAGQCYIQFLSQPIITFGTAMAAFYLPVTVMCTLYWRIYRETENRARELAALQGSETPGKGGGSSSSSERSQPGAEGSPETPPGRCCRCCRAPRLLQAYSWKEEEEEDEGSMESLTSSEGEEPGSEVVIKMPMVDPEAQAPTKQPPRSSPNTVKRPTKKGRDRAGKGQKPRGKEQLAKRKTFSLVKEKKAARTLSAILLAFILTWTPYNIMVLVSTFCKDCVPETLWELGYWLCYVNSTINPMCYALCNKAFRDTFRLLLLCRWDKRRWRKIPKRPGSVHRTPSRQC
CHO-K1 Ca PAM – M1 PAM counterscreen hit in parental CHO-K1 cells | AID 602247 | hit rate 0.02% among 360,000 | activation, % at 3 µM | ATP EC20, Fluo-8 calcium fluorescence; 0% at ATP EC20, 100% at ATP max;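 active means activation above the run cutoff, the mean activation of all test compounds plus 3 SD, cut at about 40% in these data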;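 further: peak over basal fluorescence ratio in a 140 s read after ATP addition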
CHRM1 antagonist – antagonists of human M1 muscarinic receptor; hit rate 1.3% among 360,000; P11229; inhibition, % at 3 µM; AID 588852; CHO-K1 hM1, Fluo-8 calcium fluorescence, ACh EC80 antagonist;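 active means percent inhibition above its own plate's cutoff, namely the mean of that plate's compound wells plus 3 SD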;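 further: peak over basal fluorescence ratio during 140 s after agonist addition; 0% = ACh EC80 plus DMSO and 100% = DMSO alone without agonist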
CHRM1 agonist – human M1 muscarinic receptor agonism. hit rate 0.33% among 360,000. CHO-K1 hM1, Fluo-8 calcium fluorescence, agonist mode; 0% DMSO, 100% acetylcholine EC100. AID 588814. activation, % at 3 µM;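 active means activation above the run's mean compound activation plus 3 SD, cut at about 16% in these data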;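 further: peak over basal fluorescence ratio within a 140 s kinetic read after compound addition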
CHO parental Ca – counter-screen for OX1R antagonists: effect in parental CHO cells; parental CHO-K1, ATP-induced calcium, Fluo-8 fluorescence; inhibition, % at 5.6 µM; hit rate 0.63% among 330,000; AID 463079;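 active means inhibition above that plate's mean sample inhibition plus 3 SD, cut at about 26% in these data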;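 further: 0% = ATP-challenged DMSO wells and 100% = DMSO wells without ATP; some compounds past the cut are filed as inactive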
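Material: parental CHO cells / Compound: single nominal dose of 5.6 µM per compound / Signal: Fluo-8 fluorescence / Replicates: singlicate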
TAAR1 antag – human TAAR1 antagonism | inhibition, % at 3 µM | hit rate 1.5% among 360,000 | Q96RJ0 | AID 624466 | CHO RD-HGA16 TAAR1, Fluo-8 calcium fluorescence, antagonist;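 active means inhibition above a per-plate cutoff, the mean inhibition of test compounds on that plate plus 3 SD, cut at about 49% in these data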;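 further: 0% = DMSO plus EC80 beta-PEA response and 100% = DMSO alone without agonist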
Target sequence (Q96RJ0 whole entry, looked up): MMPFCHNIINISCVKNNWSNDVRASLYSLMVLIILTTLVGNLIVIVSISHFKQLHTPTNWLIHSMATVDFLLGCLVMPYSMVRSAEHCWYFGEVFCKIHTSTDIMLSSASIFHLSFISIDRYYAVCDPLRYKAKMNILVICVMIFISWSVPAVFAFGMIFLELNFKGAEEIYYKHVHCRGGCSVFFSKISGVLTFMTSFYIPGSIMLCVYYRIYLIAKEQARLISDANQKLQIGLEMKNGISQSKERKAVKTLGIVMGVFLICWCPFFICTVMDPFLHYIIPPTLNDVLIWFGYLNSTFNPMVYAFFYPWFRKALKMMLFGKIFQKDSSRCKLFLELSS
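Test system – hTAAR1-expressing CHO RD-HGA16 cells, Gα16-coupled · Also added – β-PEA at EC80 concentration, post-compound challenge · Compound – 3 µM, single point · Incubation – dye loading 75 min at 37 °C, then 30 min room temperature · Measured by – Fluo-8 intracellular calcium dye fluorescence, real-time kinetic reads · Benchmarks – vehicle and agonist controls · Replicates – singlicate, one well per test compound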
TAAR1 agonist – human TAAR1 agonism; Q96RJ0; CHO RD-HGA16 TAAR1, Fluo-8 calcium fluorescence; vehicle wells 0%, saturating PEA agonist 100%; activation, % at 3 µM; hit rate 0.99% among 360,000; AID 624467;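 active means activation above the mean activation of all test compounds in the run plus 3 SD, cut at about 38% in these data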
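Benchmarks: low control DMSO, high control PEA (EC100); System: CHO RD-HGA16 cells carrying human TAAR1 plus Gα16; Detection: Fluo-8 fluorescence, 5 s baseline then 140 s kinetic read; Schedule: 17-24 h plating, Fluo-8 75 min 37 °C, 30 min RT; Read-out basis: % activation from peak over basal fluorescence ratio, DMSO-to-PEA scaled.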
CHO-K1 Ca ag – M1 agonist counterscreen hit in parental CHO-K1 cells. Fluo-8 calcium fluorescence; scaled to maximal ATP response, vehicle zero. activation, % at 3 µM. hit rate 0.48% among 360,000. AID 602248; in the data active means activation above about 15%;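 further: untransfected CHO-K1 host cells lacking M1 receptor as counterscreen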
CHO-K1 Ca antag – nonselective inhibitor or artifact in parental CHO-K1 cells; inhibition, % at 3 µM; ATP-induced calcium, Fluo-8 fluorescence; hit rate 0.6% among 360,000;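 active means inhibition above a per-plate cutoff, the plate's mean sample inhibition plus 3 SD, cut at about 24% in these data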;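 further: 0% = DMSO plus EC80 ATP and 100% = DMSO alone without ATP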
* = called active by the depositor; / = no result given. Rows are unselected. About 4.4% of those tested had a hit in this group.

Short forms – A = M1 PAM; B = CHO-K1 Ca PAM; C = CHRM1 antagonist; D = CHRM1 agonist; E = CHO parental Ca; F = TAAR1 antag; G = TAAR1 agonist; H = CHO-K1 Ca ag; I = CHO-K1 Ca antag
Cc1ccc(N(C(=O)c2ccc(S(=O)(=O)N3CCCC3)cc2)C2C=CS(=O)(=O)C2)cc1 (stereo not given)
  A: 0; B: 11; C: -2; D: -6; E: -11; F: -15; G: 3; H: 1.2; I: -4

CCC12CN3CCN(CC(C3)/C1=N\NC(=O)c1ccc(C(C)(C)C)cc1)C2
  A: 5; B: 9; C: -5; D: -5; E: -9; F: -9; G: 2; H: 0.2; I: -10

Cc1nn(CC(=O)NCc2cccc(F)c2)c(=O)c2cccn12
  A: 6; B: 3; C: -4; D: -3; E: -14; F: -4; G: 0; H: 0.6; I: 2

Cc1cc(C)n(-c2nc3ccccc3n3c(C)nnc23)n1
  A: 14; B: 0; C: -12; D: -5; E: 5; F: -21; G: 1; H: 0.8; I: -22

Nc1c(C=C2C=CC(=O)C=C2)c(=O)nc2sc(CC(=O)N3CCCC3)nn12
  A: 5; B: -6; C: -5; D: -1; E: 0; F: -5; G: 1; H: 0.4; I: -6

CC(=O)Nc1ccc(Sc2ncccc2C(=O)Nc2cc(Cl)cc(Cl)c2)cn1
  A: 3; B: 12; C: -4; D: -4; E: -9; F: 33; G: 32; H: 1.5; I: -13

NC(=O)CSc1nnc(CSc2ncccn2)n1-c1ccccc1
  A: 10; B: 27; C: -10; D: 0; E: -2; F: 16; G: 4; H: 0.8; I: -5

O=C(CCC1CCCC1)Nc1ccc(Br)cn1
  A: 0; B: -2; C: -3; D: -6; E: 0; F: 4; G: 20; H: 0.1; I: 3

COc1ccc(CSC2=CS(=O)(=O)c3ccccc3N2)cc1
  A: 3; B: -3; C: 0; D: -6; E: -11; F: 23; G: 4; H: 3.9; I: 0

O=C(c1cc2c(s1)-c1ccccc1OC2)N1CCc2ccccc2C1
  A: 12; B: 25; C: -16; D: -3; E: -6; F: -12; G: -2; H: 0.1; I: -2

CCNC(=S)N/N=C(\C)c1cccc([N+](=O)[O-])c1
  A: 1; B: 14; C: 1; D: -7; E: -4; F: -10; G: 1; H: 0.3; I: -3

COc1cc2[nH]c(=O)n(Cc3ccc(C(=O)NCCCN4CCC(C)CC4)cc3)c(=O)c2cc1OC
  A: 11; B: 15; C: -17; D: -5; E: -6; F: 2; G: 5; H: -0.1; I: -9

O=C(CN1C(=O)/C(=C/c2ccccc2F)SC1=S)NC1C=CS(=O)(=O)C1 (stereo not given)
  A: 8; B: -13; C: -14; D: 0; E: -6; F: -5; G: 1; H: 0.6; I: -5

O=C(O)CSc1ncccn1
  A: -7; B: -17; C: 16; D: -2; E: 12; F: -19; G: 1; H: 0.0; I: 7

Cc1ccccc1S(=O)(=O)NC(=O)C1(C)CCN1C(=O)C1(c2ccc(Cl)cc2)CCC1 (stereo not given)
  A: 10; B: -8; C: -7; D: -3; E: /; F: 2; G: 2; H: -0.4; I: 14

CC(CS(=O)(=O)c1ccc2c(c1)NC(=O)CS2)C(=O)NCc1ccccc1Cl (stereo not given)
  A: -1; B: 24; C: 6; D: -3; E: -18; F: -19; G: 1; H: 0.5; I: -6

CC(C)CN1C(=O)C(=O)N(CC(=O)N(C)CC(=O)Nc2ccc(Cl)c(C(F)(F)F)c2)C1=O
  A: 2; B: -17; C: 4; D: -2; E: 1; F: 20; G: 4; H: 1.0; I: 11

CN(C)c1ccc(NC(=O)CSc2nc3c(c(=O)[nH]2)CCCC3)cc1
  A: -1; B: 8; C: -2; D: -9; E: -6; F: /; G: /; H: 0.7; I: -5

O=C(OCC(=O)N1CCc2ccccc2C1)c1ccc(Cl)c([N+](=O)[O-])c1
  A: -6; B: -22; C: 9; D: -7; E: -20; F: -3; G: 1; H: -0.4; I: 18

COC(=O)c1nnn(-c2nonc2N)c1CN1CCc2ccccc21
  A: 9; B: 15; C: -11; D: -1; E: -2; F: 3; G: 2; H: 0.3; I: -5

Sorted by formula weight (low to high): some entries from above
Short forms – A = M1 PAM; B = CHO-K1 Ca PAM; C = CHRM1 antagonist; D = CHRM1 agonist; E = CHO parental Ca; F = TAAR1 antag; G = TAAR1 agonist; H = CHO-K1 Ca ag; I = CHO-K1 Ca antag
O=C(O)CSc1ncccn1
  A: -7; B: -17; C: 16; D: -2; E: 12; F: -19; G: 1; H: 0.0; I: 7

CCNC(=S)N/N=C(\C)c1cccc([N+](=O)[O-])c1
  A: 1; B: 14; C: 1; D: -7; E: -4; F: -10; G: 1; H: 0.3; I: -3

COc1ccc(CSC2=CS(=O)(=O)c3ccccc3N2)cc1
  A: 3; B: -3; C: 0; D: -6; E: -11; F: 23; G: 4; H: 3.9; I: 0

COC(=O)c1nnn(-c2nonc2N)c1CN1CCc2ccccc21
  A: 9; B: 15; C: -11; D: -1; E: -2; F: 3; G: 2; H: 0.3; I: -5

CN(C)c1ccc(NC(=O)CSc2nc3c(c(=O)[nH]2)CCCC3)cc1
  A: -1; B: 8; C: -2; D: -9; E: -6; F: /; G: /; H: 0.7; I: -5

O=C(OCC(=O)N1CCc2ccccc2C1)c1ccc(Cl)c([N+](=O)[O-])c1
  A: -6; B: -22; C: 9; D: -7; E: -20; F: -3; G: 1; H: -0.4; I: 18

O=C(CN1C(=O)/C(=C/c2ccccc2F)SC1=S)NC1C=CS(=O)(=O)C1 (stereo not given)
  A: 8; B: -13; C: -14; D: 0; E: -6; F: -5; G: 1; H: 0.6; I: -5

Cc1ccccc1S(=O)(=O)NC(=O)C1(C)CCN1C(=O)C1(c2ccc(Cl)cc2)CCC1 (stereo not given)
  A: 10; B: -8; C: -7; D: -3; E: /; F: 2; G: 2; H: -0.4; I: 14

COc1cc2[nH]c(=O)n(Cc3ccc(C(=O)NCCCN4CCC(C)CC4)cc3)c(=O)c2cc1OC
  A: 11; B: 15; C: -17; D: -5; E: -6; F: 2; G: 5; H: -0.1; I: -9

Additional structures:
Short forms – A = M1 PAM; B = CHO-K1 Ca PAM; C = CHRM1 antagonist; D = CHRM1 agonist; E = CHO parental Ca; F = TAAR1 antag; G = TAAR1 agonist; H = CHO-K1 Ca ag; I = CHO-K1 Ca antag
CC1OC(OC2C(Oc3c(-c4ccc(O)cc4)oc4cc(O)cc(O)c4c3=O)OC(COC3O[C@@H](C)[C@H](O)[C@@H](O)C3O)C(O)C2O)C(O)C(O)C1O (stereo not given in full)
  A: -1; B: 11; C: -4; D: -3; E: -12; F: 7; G: 1; H: 0.0; I: -2

COc1ccc(-c2nn(-c3ccccc3)cc2C(=O)N(C)CC(=O)Nc2ccccc2Br)cc1
  A: -4; B: -1; C: 2; D: -7; E: /; F: 28; G: 4; H: 0.6; I: -16

CCn1c(-c2cc(C3CC3)nc3ccccc23)n[nH]c1=S
  A: -5; B: 4; C: 3; D: -11; E: -22; F: -9; G: 0; H: -0.1; I: 0

CC(=O)Nc1ccc(OC(=O)c2cc3ccccc3oc2=O)cc1
  A: 6; B: 17; C: 1; D: -4; E: -17; F: 6; G: 2; H: 1.1; I: -4
